High-throughput results (PubChem BioAssay)
SENP6 inh = SENP6 protease inhibition. Q9GZR1. Recombinant SENP6 catalytic domain, aminoluciferin luminescence. inhibition, % at 10 µM. hit rate 1.8% among 330,000. AID 2599;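 active = inhibition above about 50% at the single tested dose, limit read from the data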;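 note: plate controls were DMSO wells with enzyme for no effect and DMSO wells lacking enzyme for full effect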
SENP7 inh = inhibitors of human SENP7 protease | Q9BQF6 | recombinant SENP7, Z-RLRGG-aminoluciferin luminescence, 40 min | inhibition, % at 5 µM | hit rate 1.5% among 330,000 | AID 434973;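 active = inhibition above about 50% at the single test dose, limit read from the data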;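 note: plate controls were DMSO with enzyme for no effect and no enzyme buffer wells for full effect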
SENP8 block-1 = inhibitors of human SENP8 protease. Q96LD8. recombinant SENP8, Nedd8 substrate fluorescence. inhibition, % at 20 µM. hit rate 0.64% among 360,000. AID 602440; in the data active = inhibition mostly above about 40%, no sharp cut-off; inactive = mostly below about 27%
APOBEC3G inh = APOBEC3G (human) deaminase inhibition. recombinant A3G, ssDNA deamination FAM/TAMRA fluorescence. inhibition, % at 20 µM. hit rate 0.28% among 330,000. AID 493012;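 active = inhibition of at least 40% at 20 µM, with no more than 30% in the related APOBEC3A deaminase screen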;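 note: plate controls were DMSO wells with A3G for no effect and wells lacking A3G enzyme for full effect; some compounds called inactive have numbers as strong as hits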
UBC13 inh = inhibitors of human UBC13 polyubiquitin chain formation; hit rate 0.47% among 330,000; P61088; AID 485273; TR-FRET; inhibition, % at 20 µM; in the data active = inhibition above about 45%, passing the limit was not always enough
Apaf1 inhib = human Apaf-1 inhibition; reconstituted apoptosome caspase-3 activity, DEVD-Rh110 fluorescence; inhibition, % at 20 µM; hit rate 0.71% among 330,000; active = inhibition of at least 40% at 20 µM;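 note: plate controls were DMSO wells for no effect and DEVD-CHO caspase inhibitor wells for full effect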
Target sequence (O14727 whole entry, looked up): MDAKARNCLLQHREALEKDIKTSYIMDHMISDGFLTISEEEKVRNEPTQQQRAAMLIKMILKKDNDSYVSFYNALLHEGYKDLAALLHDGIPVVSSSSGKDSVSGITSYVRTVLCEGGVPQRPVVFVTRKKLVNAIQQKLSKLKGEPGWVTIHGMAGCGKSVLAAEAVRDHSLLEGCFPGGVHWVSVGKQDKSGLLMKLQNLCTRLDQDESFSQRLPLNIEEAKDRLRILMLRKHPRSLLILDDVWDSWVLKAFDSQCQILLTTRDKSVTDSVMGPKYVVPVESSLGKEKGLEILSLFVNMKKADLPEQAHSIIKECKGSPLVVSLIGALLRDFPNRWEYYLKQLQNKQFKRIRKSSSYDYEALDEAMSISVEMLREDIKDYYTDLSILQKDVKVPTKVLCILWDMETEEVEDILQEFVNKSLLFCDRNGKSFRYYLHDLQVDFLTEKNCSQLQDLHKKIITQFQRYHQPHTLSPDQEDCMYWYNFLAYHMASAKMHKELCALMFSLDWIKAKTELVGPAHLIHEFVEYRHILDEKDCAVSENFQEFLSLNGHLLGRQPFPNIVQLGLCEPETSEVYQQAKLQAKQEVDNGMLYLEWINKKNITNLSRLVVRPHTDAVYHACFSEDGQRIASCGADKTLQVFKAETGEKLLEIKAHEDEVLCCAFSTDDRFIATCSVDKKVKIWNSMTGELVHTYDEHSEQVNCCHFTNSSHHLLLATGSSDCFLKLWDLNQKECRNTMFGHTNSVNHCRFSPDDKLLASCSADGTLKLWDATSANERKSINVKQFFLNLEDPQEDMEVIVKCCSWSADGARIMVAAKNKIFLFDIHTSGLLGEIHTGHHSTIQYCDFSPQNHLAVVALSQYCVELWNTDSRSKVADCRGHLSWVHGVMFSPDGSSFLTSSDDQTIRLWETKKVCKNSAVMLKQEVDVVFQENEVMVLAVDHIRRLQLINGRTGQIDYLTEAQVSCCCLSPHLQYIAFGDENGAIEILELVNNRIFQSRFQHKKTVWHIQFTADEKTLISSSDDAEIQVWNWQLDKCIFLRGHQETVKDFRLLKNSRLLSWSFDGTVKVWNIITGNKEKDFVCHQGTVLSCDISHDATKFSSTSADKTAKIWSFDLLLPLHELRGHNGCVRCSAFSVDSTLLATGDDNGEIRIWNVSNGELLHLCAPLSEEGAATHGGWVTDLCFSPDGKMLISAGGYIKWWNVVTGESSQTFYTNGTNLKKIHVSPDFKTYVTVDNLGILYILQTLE
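System: Apoptosome proteins | Medium: Hepes pH 7.5 with detergent and BSA | Also added: Cytochrome c trigger plus (Z-DEVD)2-Rh110 caspase-3 substrate | Incubation: 30 min compound preincubation, 50 min activation, room temperature | Detection: Rhodamine 110 fluorescence at Ex 480/Em 540 nm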
SENP1 inh = SENP1 (human) catalytic domain inhibition; Q9P0U3; recombinant SENP1 catalytic domain, CyPet-SUMO1-YPet FRET cleavage; inhibition, % at 10 µM; hit rate 0.21% among 360,000; AID 624204;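 active = inhibition at least 30% at 10 µM, raw YFP signal under a set limit, fluorescence ratio 0.5 to 1.5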;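 note: 0% = enzyme with DMSO and 100% = no enzyme wells; some results filed as inactive read as strong as hits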
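Material – human SENP1 catalytic domain · Input – SENP1 enzyme, 20 pM final · Compound dosing – single concentration of 10 µM compound, 0.5% DMSO final · Timing – enzyme reaction for 50 min at room temperature, dark · Measured by – FRET fluorescence in CFP and YFP emission channels · Control set – no-enzyme wells low, DMSO-plus-enzyme wells high control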
SENP8 block-2 = inhibitors of human SENP8 protease; Q96LD8; purified SENP8, Z-RLRGG-aminoluciferin cleavage, luminescence; inhibition, % at 10 µM; hit rate 1.2% among 330,000; AID 2540; in the data active = inhibition above about 50%
An asterisk follows results filed as active.

For CC(Oc1ccc(Br)cc1)C(=O)NNC(=O)CCN1CCN(c2ccccc2)CC1 (configuration not stated) the results were SENP6 inh -12, SENP7 inh -8, SENP8 block-1 12, APOBEC3G inh -4, UBC13 inh -3, Apaf1 inhib 8, SENP1 inh 1 and SENP8 block-2 16.
NC(=O)c1ccc(NC(=O)COC(=O)CC(NC(=O)c2ccccc2Cl)c2ccccc2)cc1 (configuration not stated) was read as SENP6 inh 14, SENP7 inh 4, SENP8 block-1 -4, APOBEC3G inh -7, UBC13 inh 2, Apaf1 inhib 0, SENP1 inh -5 and SENP8 block-2 -1.
Screening COc1ccccc1OCC(=O)NNc1c2ccccc2nc2ccccc12 returned SENP6 inh 6, SENP7 inh -5, SENP8 block-1 -4, APOBEC3G inh -6, UBC13 inh -42, Apaf1 inhib 9, SENP1 inh -11 and SENP8 block-2 4.
`CC(C)C(NS(=O)(=O)c1ccccc1F)C(=O)N1CCc2ccccc2C1` (configuration not stated) gave SENP6 inh -15, SENP7 inh -6, SENP8 block-1 0, APOBEC3G inh -5, UBC13 inh 3, Apaf1 inhib 6, SENP1 inh -3 and SENP8 block-2 3.
For CC(C)c1c(O)nc(SCCN2CCOCC2)[nH]c1=O the results were SENP6 inh -5, SENP7 inh -10, SENP8 block-1 8, APOBEC3G inh -2, UBC13 inh -6, Apaf1 inhib -5, SENP1 inh 2 and SENP8 block-2 -9.
For CC(=O)c1cccc(OCC(=O)Nc2cc(S(=O)(=O)N3CCOCC3)ccc2N2CCCC2)c1 the results were SENP6 inh -8, SENP7 inh 5, SENP8 block-1 4, APOBEC3G inh -4, UBC13 inh -6, Apaf1 inhib 0, SENP1 inh -1 and SENP8 block-2 1.
Cc1ccc(NC2CCCN(C(=O)C3CCCCC3)C2)cc1C (configuration not stated) was read as SENP6 inh 1, SENP7 inh -4, SENP8 block-1 13, APOBEC3G inh -8, UBC13 inh -5, Apaf1 inhib 23, SENP1 inh 2 and SENP8 block-2 -11.
For CCOCCCNC(=S)N1CCN(CC)CC1 the results were SENP6 inh -1, SENP7 inh 3, SENP8 block-1 10, APOBEC3G inh -4, UBC13 inh -6, Apaf1 inhib -13, SENP1 inh 0 and SENP8 block-2 -19.
COc1ccc(S(=O)(=O)N2CCCCC2)cc1NC(=O)c1ccc2ccccc2n1 was read as SENP6 inh 5, SENP7 inh -1, SENP8 block-1 6, APOBEC3G inh 0, UBC13 inh 9, Apaf1 inhib 10, SENP1 inh -2 and SENP8 block-2 9.
For Cc1ccc(Nc2nc(C(=O)N3CCC(C(=O)NCc4ccccc4)CC3)cs2)cc1 the results were SENP6 inh 12, SENP7 inh 1, SENP8 block-1 1, APOBEC3G inh -10, UBC13 inh 3, Apaf1 inhib 8, SENP1 inh 1 and SENP8 block-2 5.
`CCOC(=O)C1=C(COC(=O)c2cccc(Br)c2)NC(=O)NC1C` (configuration not stated) gave SENP6 inh 6, SENP7 inh -2, SENP8 block-1 14, APOBEC3G inh 1, UBC13 inh 1, Apaf1 inhib -1, SENP1 inh -1 and SENP8 block-2 10.
Screening Clc1ccc(N2CCN(/N=C/c3ccncc3)CC2)cc1 returned SENP6 inh 6, SENP7 inh 3, SENP8 block-1 29, APOBEC3G inh -7, UBC13 inh 4, Apaf1 inhib -5, SENP1 inh 2 and SENP8 block-2 -1.
Screening CCOC(=O)C1(Cc2cccc(OC)c2)CCN(Cc2cccc3c2OCO3)CC1 returned SENP6 inh -16, SENP7 inh 0, SENP8 block-1 7, APOBEC3G inh 1, UBC13 inh 0, Apaf1 inhib 14, SENP1 inh 0 and SENP8 block-2 -1.
Screening O=C(CCc1ccccn1)N1CCCC(CNS(=O)(=O)c2cccs2)C1 (configuration not stated) returned SENP6 inh -25, SENP7 inh -7, SENP8 block-1 0, APOBEC3G inh -16, UBC13 inh -9, Apaf1 inhib 13, SENP1 inh -2 and SENP8 block-2 -14.
Screening Cc1cc(C)c(NC(=O)CN(C)CC(=O)N(C)CC(=O)Nc2c(Cl)cccc2Cl)c(C)c1 returned SENP6 inh 4, SENP7 inh -1, SENP8 block-1 19, APOBEC3G inh 9, UBC13 inh -25, Apaf1 inhib 3, SENP1 inh 2 and SENP8 block-2 1.
`CCOC(=O)C(CC)Sc1nc2c(cnn2-c2ccc(F)cc2)c(=O)[nH]1` (configuration not stated) gave SENP6 inh 10, SENP7 inh -10, SENP8 block-1 17, APOBEC3G inh -6, UBC13 inh -2, Apaf1 inhib 9, SENP1 inh 2 and SENP8 block-2 2.
`COc1ccc(Cl)cc1NC(=O)/C=C\C(=O)O` gave SENP6 inh 8, SENP7 inh 7, SENP8 block-1 19, APOBEC3G inh 1, UBC13 inh -2, Apaf1 inhib -4, SENP1 inh 0 and SENP8 block-2 13.
`O=C(Nc1ccccc1-c1ccccc1)NC1CCN(C(=O)N2CCOCC2)CC1` gave SENP6 inh -10, SENP7 inh 1, SENP8 block-1 -2, APOBEC3G inh 0, UBC13 inh -4, Apaf1 inhib 3, SENP1 inh 3 and SENP8 block-2 3.
`O=C(CSc1nc(=O)[nH]c2c1CCCC2)Nc1ccc(F)cc1F` gave SENP6 inh -2, SENP7 inh -9, SENP8 block-1 9, APOBEC3G inh -7, UBC13 inh 4, Apaf1 inhib 2, SENP1 inh 0 and SENP8 block-2 -3.
O=C(CCC1CCCC1)Nc1cc(C(F)(F)F)ccc1N1CCOCC1 was read as SENP6 inh 8, SENP7 inh 4, SENP8 block-1 -2, APOBEC3G inh 4, UBC13 inh 4, Apaf1 inhib 21, SENP1 inh -4 and SENP8 block-2 11.
For COC(=O)c1c(C(=O)OC)c(-c2cccc(C)c2)n2c1CS(=O)C2 (configuration not stated) the results were SENP6 inh 6, SENP7 inh 15, SENP8 block-1 1, APOBEC3G inh 0, UBC13 inh -3, Apaf1 inhib -2, SENP1 inh 0 and SENP8 block-2 -8.
`CCCc1nn2c(=O)cc(CSCC(=O)Nc3nnc(C(C)C)s3)nc2s1` gave SENP6 inh -14, SENP7 inh 3, SENP8 block-1 7, APOBEC3G inh -6, UBC13 inh 8, Apaf1 inhib -16, SENP1 inh -1 and SENP8 block-2 -4.
`Cc1ccc(C)c(N2CC(O)(c3cccs3)[N+]3=C2CCCC3)c1` (configuration not stated) gave SENP6 inh -8, SENP7 inh 1, SENP8 block-1 27, APOBEC3G inh -12, UBC13 inh 12, Apaf1 inhib -22, SENP1 inh 2 and SENP8 block-2 8.
Screening CC(=O)Nc1ccc(Nc2ncnc3c2cnn3-c2ccccc2)cc1 returned SENP6 inh -12, SENP7 inh 3, SENP8 block-1 -231, APOBEC3G inh -2, UBC13 inh 8, Apaf1 inhib -10, SENP1 inh -2 and SENP8 block-2 -10.
CCCCC(=O)NNC(=S)NC(=O)c1ccc(C)cc1 was read as SENP6 inh -11, SENP7 inh 0, SENP8 block-1 3, APOBEC3G inh 3, UBC13 inh -25, Apaf1 inhib 16, SENP1 inh 4 and SENP8 block-2 -7.
COCc1cc(CNC(=O)C2CCC(=O)N(Cc3ccccc3OC)C2)[nH]n1 (configuration not stated) was read as SENP6 inh -4, SENP7 inh 8, SENP8 block-1 6, APOBEC3G inh -5, UBC13 inh -5, Apaf1 inhib 2, SENP1 inh 1 and SENP8 block-2 -10.
For Cc1c(C(=O)c2cccc([N+](=O)[O-])c2)c2ccccn2c1CCC#N the results were SENP6 inh -12, SENP7 inh 5, SENP8 block-1 28, APOBEC3G inh -3, UBC13 inh 2, Apaf1 inhib 3, SENP1 inh 2 and SENP8 block-2 -2.
Screening O=C(NCCn1cccn1)C1CCC(=O)N(CCc2ccc(Cl)cc2)C1 (configuration not stated) returned SENP6 inh -6, SENP7 inh -9, SENP8 block-1 7, APOBEC3G inh -6, UBC13 inh 2, Apaf1 inhib -11, SENP1 inh 2 and SENP8 block-2 -2.
`CC(=O)N1CCN(C(=O)c2cccc(S(=O)(=O)NCc3ccccc3)c2)CC1` gave SENP6 inh -22, SENP7 inh -11, SENP8 block-1 7, APOBEC3G inh -5, UBC13 inh -3, Apaf1 inhib 12, SENP1 inh 3 and SENP8 block-2 -9.
`CCOc1ccccc1C(=O)Nc1cc(C)ccc1NC(=O)c1ccco1` gave SENP6 inh 5, SENP7 inh -5, SENP8 block-1 -7, APOBEC3G inh -6, UBC13 inh -2, Apaf1 inhib 11, SENP1 inh 1 and SENP8 block-2 -7.

Among those listed so far, these contain an aryl thioether with sulfur outside any ring.
For CC(C)c1c(O)nc(SCCN2CCOCC2)[nH]c1=O the results were SENP6 inh -5, SENP7 inh -10, SENP8 block-1 8, APOBEC3G inh -2, UBC13 inh -6, Apaf1 inhib -5, SENP1 inh 2 and SENP8 block-2 -9.
`CCOC(=O)C(CC)Sc1nc2c(cnn2-c2ccc(F)cc2)c(=O)[nH]1` (configuration not stated) gave SENP6 inh 10, SENP7 inh -10, SENP8 block-1 17, APOBEC3G inh -6, UBC13 inh -2, Apaf1 inhib 9, SENP1 inh 2 and SENP8 block-2 2.
`O=C(CSc1nc(=O)[nH]c2c1CCCC2)Nc1ccc(F)cc1F` gave SENP6 inh -2, SENP7 inh -9, SENP8 block-1 9, APOBEC3G inh -7, UBC13 inh 4, Apaf1 inhib 2, SENP1 inh 0 and SENP8 block-2 -3.

Next part
For Cn1cc(CCNCc2cn[nH]c2-c2ccc(-c3ccccc3)cc2)cn1 the results were SENP6 inh 11, SENP7 inh 7, SENP8 block-1 18, APOBEC3G inh -1, UBC13 inh 13, Apaf1 inhib -12, SENP1 inh 1 and SENP8 block-2 1.
Screening Cc1ccc(NC(=O)CCNC(=O)c2ccco2)cc1Cl returned SENP6 inh -6, SENP7 inh -5, SENP8 block-1 3, APOBEC3G inh -10, UBC13 inh 2, Apaf1 inhib -1, SENP1 inh 0 and SENP8 block-2 1.
For CCOC(=O)c1ccc(NC(=O)CN2C(=O)CNC2=O)cc1 the results were SENP6 inh 1, SENP7 inh -8, SENP8 block-1 10, APOBEC3G inh -9, UBC13 inh -2, Apaf1 inhib 10, SENP1 inh -2 and SENP8 block-2 -5.
Screening O=C(NC1CCSC1=O)c1ccc(Oc2cccc(C(F)(F)F)c2)nc1 (configuration not stated) returned SENP6 inh -13, SENP7 inh 13, SENP8 block-1 20, APOBEC3G inh -3, UBC13 inh -3, Apaf1 inhib -2, SENP1 inh 0 and SENP8 block-2 -3.
For O=S(=O)(c1ccc2c(c1)OCCO2)N1CCN(c2ncnc3sccc23)CC1 the results were SENP6 inh 6, SENP7 inh 2, SENP8 block-1 -23, APOBEC3G inh -4, UBC13 inh 6, Apaf1 inhib 10, SENP1 inh -40 and SENP8 block-2 4.
For Cc1ccc(/C=N/NC(=O)CNC(=O)COc2ccc(Cl)cc2)o1 the results were SENP6 inh -2, SENP7 inh 0, SENP8 block-1 3, APOBEC3G inh -9, UBC13 inh 5, Apaf1 inhib 3, SENP1 inh 0 and SENP8 block-2 0.
`NCCC(=O)N1c2ccccc2Sc2ccc(Cl)cc21` gave SENP6 inh 24, SENP7 inh 4, SENP8 block-1 18, APOBEC3G inh 2, UBC13 inh -12, Apaf1 inhib 8, SENP1 inh 0 and SENP8 block-2 3.
For COc1ccc(Cl)cc1NC(=O)CN1CCN(S(=O)(=O)N2CCCCC2)CC1 the results were SENP6 inh -21, SENP7 inh -2, SENP8 block-1 10, APOBEC3G inh -9, UBC13 inh 13, Apaf1 inhib 6, SENP1 inh 2 and SENP8 block-2 12.
Screening COc1cc(CC(=O)NCCCc2ccccc2)cc(OC)c1OC returned SENP6 inh -4, SENP7 inh 13, SENP8 block-1 12, APOBEC3G inh -6, UBC13 inh 9, Apaf1 inhib 9, SENP1 inh -1 and SENP8 block-2 -2.
Screening CN(C)CCNC(=O)c1ccccc1-c1cc2ccccc2c(=O)o1 returned SENP6 inh 5, SENP7 inh -3, SENP8 block-1 -95, APOBEC3G inh -2, UBC13 inh 5, Apaf1 inhib -2, SENP1 inh -2 and SENP8 block-2 1.
